KAT2A inh: GCN5L2 (KAT2A) acetyltransferase inhibition; Q92830; GCN5L2 HAT assay, ThioGlo1 CoA-SH fluorescence; Potency, µM (top dose mostly 58.9 µM), inactives show at the top dose activity change, negative = inhibition, usual class: inhibitors; 390,000 tested, 0.21% active
Target sequence (Q92830 whole entry, looked up): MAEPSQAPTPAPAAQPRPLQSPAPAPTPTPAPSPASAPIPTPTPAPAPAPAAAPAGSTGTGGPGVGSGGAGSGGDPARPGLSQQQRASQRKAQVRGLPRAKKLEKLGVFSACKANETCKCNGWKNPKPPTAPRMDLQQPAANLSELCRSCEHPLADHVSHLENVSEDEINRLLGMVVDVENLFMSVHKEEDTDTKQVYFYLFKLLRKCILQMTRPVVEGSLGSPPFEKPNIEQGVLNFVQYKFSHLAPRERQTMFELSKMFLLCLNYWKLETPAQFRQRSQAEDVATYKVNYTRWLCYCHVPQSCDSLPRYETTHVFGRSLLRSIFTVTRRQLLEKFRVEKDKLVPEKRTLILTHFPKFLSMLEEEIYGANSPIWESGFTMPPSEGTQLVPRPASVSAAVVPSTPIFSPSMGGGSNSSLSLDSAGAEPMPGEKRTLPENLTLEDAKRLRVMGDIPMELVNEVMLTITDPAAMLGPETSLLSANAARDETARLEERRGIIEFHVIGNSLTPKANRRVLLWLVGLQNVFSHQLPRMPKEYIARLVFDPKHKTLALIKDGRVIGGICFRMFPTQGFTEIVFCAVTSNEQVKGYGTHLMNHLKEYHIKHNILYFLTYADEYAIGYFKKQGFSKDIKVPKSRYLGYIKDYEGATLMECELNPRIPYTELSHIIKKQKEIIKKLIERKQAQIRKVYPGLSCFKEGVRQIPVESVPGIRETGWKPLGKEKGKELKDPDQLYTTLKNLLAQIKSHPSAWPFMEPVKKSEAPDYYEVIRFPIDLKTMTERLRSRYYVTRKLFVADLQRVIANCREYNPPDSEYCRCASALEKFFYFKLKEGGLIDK
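Enzyme at 20nM final was mixed with library compounds for 15 min at room temperature. Peptide H3(1-25) at 75uM, acetyl-CoA at 70uM and ThioGlo1 at 50uM were then added. Plates were read immediately and after 20 min (Ex340nm/Em540nm).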
DT40 TDP1 no CPT: qHTS for Inhibitors of human tyrosyl-DNA phosphodiesterase 1 (TDP1): qHTS in cells in absence of CPT; Potency, µM (highest dose often 46.2 µM), inactives show at the highest dose activity change, negative = growth inhibition, hits mostly inhibitors; 420,000 tested, 15% active; DT40 Tdp1-/- hTDP1 cells, no CPT, ATP luminescence, 48 h; note: nearly all actives have a fitted effect of over 55% in size
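Stably hTDP1-transfected Tdp1-null chicken DT40 cells were treated with library compounds minus camptothecin and grown for at least 48 hr at 37 °C, after which cellular ATP was quantified by luminescence.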
TDP1 cell CPT: DT40-hTDP1 cell growth loss with CPT; chicken DT40 Tdp1-/-;hTDP1 cells + 20 nM CPT, ATP luminescence, 48 h; AID 686979; 420,000 tested, 12% active; Potency, µM (titrated, usually from 46.2 µM), inactives show top-dose activity change, negative = growth inhibition, most hits filed as inhibitors; note: nearly all actives have a fitted effect of over 55% in size
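Chicken DT40 Tdp1-/- cells complemented with human TDP1, 400 cells/well, exposed to compounds plus 20 nM camptothecin for at least 48 h at 37 C; viability read as ATP content by CellTiter-Glo luminescence.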
Starred values were filed as active, the others as inactive; ? = inconclusive; / = not tested or not shown; & = joins results of further samples; [ ] = another dose, or the depositor's remark. Calls come from the whole dose curve; as a rule, active = well fitted curve in the direction sought with a large enough effect; inconclusive = small, poorly fitted or top-dose-only effect, or another doubt; inactive = no such curve, though single readings can be large; an effect the other way counts as inactive or inconclusive. % is set by controls: 0 for no effect and ±100 for the full control effect; potency is the fitted concentration of half-maximal effect. No enrichment for hits; any-hit rate near 18%.

SMILES	KAT2A inh	DT40 TDP1 no CPT	TDP1 cell CPT
CCOc1ccc(S(=O)(=O)Nc2cccc(C(=O)N3CCN(c4ccc(OC)cc4)CC3)c2)cc1	-8%	-25%	-12%
CCN(C[C@H]1N[C@@](Cc2ccccc2)(C(=O)OC)[C@H]2C(=O)N(C)C(=O)[C@@H]12)C(=O)NC(C)C	-7%	-14%	8%
Cc1ccc(C(=O)NCC(=O)OCn2nnc3ccccc3c2=O)cc1	-7%	-3%	6%
N#Cc1ccccc1S(=O)(=O)N1CCN(c2ccc(S(=O)(=O)N3CCOCC3)cn2)CC1	-10%	?	-26%
O=C(O)CNC(=O)/C(=C\c1ccc2c(c1)OCO2)NC(=O)c1ccc(Br)cc1	-7%	-23%	9%
Cc1ccccc1N/N=C/c1sc(=O)n(Cc2cccc(C(=O)O)c2)c1Cl	-5%	21µM*	?
COc1ccc(S(=O)(=O)NCC(=O)N(CC(=O)NCC2CCCO2)c2ccccc2C)cc1 (centres undefined)	-10%	-9%	1%
CCCc1cc(N2CCN(C(=O)c3ccco3)CC2)n2c(nc3ccccc32)c1C#N	-15%	?	?
CCc1c(C)[nH]c2c(C)cccc2c1=O	-26%[0.501 µM]	?	?
O=C(O)CCn1c2ccccc2c2nc3ccccc3nc21	-15%	?	13%
O=C(/C=C/c1ccc(Cl)cc1Cl)NCCSCc1ccccc1	-11%	0%	-4%
CC(=O)Nc1ccc(OCC(O)Cn2c3ccccc3c3ccccc32)cc1 (centres undefined)	-4%	?	?
O=C(Cc1ccc(NC(=O)C2CCCN(C(=O)CCc3ccccc3)C2)cc1)Nc1cccc(C(=O)N2CCCCC2)c1 (centres undefined)	/	?	?
Cc1cccc2nc(C(=O)Nc3cccc(C(=O)NC4CC4)c3)cn12	3%	?	13µM*
CCC[N+](C)(C)c1ccc(/C=C/c2ccnc3ccccc23)cc1	/	0.18µM*	0.025µM*
O=C1C(C2=NC(C(=O)O)C3C(=O)N(c4ccccc4)C(=O)C23)=C(O)c2ccccc21 (centres undefined)	-8%	-6%	-3%
CN(C)CC(=O)N[C@@H]1CC[C@@H](CC(=O)NCCN2CCCCC2)O[C@@H]1CO	/	9%	3%
O=C(COC(=O)c1ccccc1Nc1ccc(SC(F)F)cc1)NCc1ccco1	?	?	-7%
CSCCOC(=O)C1=C(C)Nc2ccc(C)cc2S1	-7%	16µM*	21µM*
Cc1ccc(S(=O)(=O)NCCSc2nnnn2C)cc1	-8%	-36%	-8%
O=C(NCc1cccc(CNC(=O)C(=O)NCc2ccco2)c1)C(=O)NCc1ccco1	-9%	1%	-26%
COC(=O)CSC1=C(C#N)C(c2ccc3c(c2)OCO3)C2=C(CCCC2=O)N1 (centres undefined)	-3%	3%	-1%
CC(=O)c1sc(NCCOc2ccc(C)cc2)nc1C	2%	15µM*	?
Cc1c(N=c2scc(-c3ccccc3)n2C)c(=O)n(-c2ccccc2)n1C	-2%	6%	-18%
CCOc1ccc(C2C(C(=O)c3ccco3)=C(O)C(=O)N2CCCn2ccnc2)cc1 (centres undefined)	-5%	-14%	-8%
O=C(CSc1nnc2ccccn12)NNC(=O)c1ccc(Br)cc1	-2%	-6%	1%
CCOc1ccccc1NC(=O)CSc1nc(=O)n(Cc2ccncc2)c2c1CCC2	3%	-9%	6%
N/C(=N\OC(=O)N1c2ccccc2Sc2ccccc21)c1ccccc1	-9%	?	?
O=C(CSc1ncnc2c(-c3ccc(Cl)cc3)nsc12)c1ccccc1	6%	?	?
COc1ccc(OC)c(S(=O)(=O)Nc2ccc(C(N)=O)cc2)c1	-9%	-13%	-29%
O=C(COc1ccccc1Br)N1CCNC1=O	-1%	4%	7%
COc1cccc(CNC(=O)c2c(OC)cc(=O)n3c2CCN(C(=O)c2ccc(Cl)cc2)CC3)c1	/	5%	-1%
CCc1nnc(NC(=O)CSc2nnc(-c3ccco3)o2)s1	-3%	-5%	-2%
CN(C)c1ccc(C(=O)N2CCCC(Cn3cc(C(=O)N4CCCC4)nn3)C2)cc1 (centres undefined)	/	-11%	1%
CC1(C)CC(=O)C(C=Nc2ccc(N)cc2)=C(O)C1	-5%	-2%	-15%
CCN(CC)Cc1c(O)ccc2c(=O)c(-c3ccc(Cl)cc3)coc12	-13%	-21%	?

Another view of 2 compounds above:
molecule | KAT2A inh | DT40 TDP1 no CPT | TDP1 cell CPT
CCOc1ccccc1NC(=O)CSc1nc(=O)n(Cc2ccncc2)c2c1CCC2 | 3% | -9% | 6%
N/C(=N\OC(=O)N1c2ccccc2Sc2ccccc21)c1ccccc1 | -9% | ? | ?

(next part)
SMILES	KAT2A inh	DT40 TDP1 no CPT	TDP1 cell CPT
COc1cc(C(=O)Oc2cc(N)n(S(=O)(=O)c3ccc(F)cc3)n2)cc(OC)c1OC	-2%	-17%	-7%
COc1ccc(/C=N/OCC(=O)Nc2cc(C)on2)cc1OC	-4%	-29%	9%
Cc1ccc(C2(c3ccc(C)cc3)CC2C(=O)Nc2ccc([N+](=O)[O-])cc2O)cc1 (centres undefined)	-28%	2.6µM*	3.7µM*
O=C(NCC(O)c1ccc([N+](=O)[O-])cc1)C(c1ccccc1)c1ccccc1 (centres undefined)	-2%	?	?
CC(=O)c1cccc(NC(=O)CCC2CCCC2)c1	-7%	-7%	-3%
CCN(CC(=O)NCc1ccc(F)cc1)C(=O)CN1CCN(c2cc(Cl)ccc2C)CC1	-3%	?	?
CCC(=O)N1c2ccc(C)cc2C2=NNC(=S)NC21O (centres undefined)	-5%	?	?
Cc1oc(-c2cccc(Cl)c2)nc1CN1CCC(C(=O)NCc2cccnc2)CC1	-4%	-25%	?
COc1ccc(/C=N/NC(=O)c2ccccc2O)cc1CSc1ccccn1	-15%	-10%	-5%
O=C(CCSc1nnc(-c2ccncc2)o1)Nc1cccc(Cl)c1	3%	-3%	10%
FC(F)(F)c1cc(-c2ccc3c(c2)OCO3)nc(NCc2ccco2)n1	-16%	?	?
CCCCn1c(N)c(N(CCOC)C(=O)COC(=O)COc2ccc(CC)cc2)c(=O)[nH]c1=O	-6%	-9%	2%
COc1ccc(C2N=C(Nc3nc4ccccc4o3)NC3=C2C(=O)CC(C)(C)C3)cc1 (centres undefined)	/	6.3µM*	6.3µM*
CCCNC(=O)Nc1cc(S(=O)(=O)CC)ccc1O	0%	0%	2%
c1ccc2cc(-c3cc4ccccn4c3)ccc2c1	-5%	-9%	2%
CCOC(=O)C1CCN(Cc2cnc(Oc3ccc(OC)cc3)s2)CC1	-2%	-23%	-5%
Cc1cc(CNC(=O)CC2C(=O)NCCN2Cc2ccccc2C(F)(F)F)nn1C (centres undefined)	1%	-13%	-5%
O=C(COC(=O)c1nc(Cl)ccc1Cl)NCc1cccs1	5%	-7%	15%
CCCCSc1nc(N)nc2c1ncn2C1OC(CO)C(O)C1O (centres undefined)	/	-28%	?
CC(C)NC(=O)C1(C)CN(S(C)(=O)=O)CC(=O)N1C1CC1 (centres undefined)	/	13%	30%[activator]
COc1ccccc1-c1cc(C(F)(F)F)nc(S(C)(=O)=O)n1	-12%	5.8µM*	3.7µM*
c1ccc(C[C@H]2CNCCN2CCCCC2CCCCC2)cc1	-1%	?	?
CCOc1ccc(S(=O)(=O)NCc2ccc3c(c2)CCN3C(=O)c2ccc(C)cc2)cc1	-26%	9.2µM*	13µM*
Cc1oc(-c2cccs2)nc1CN1CCN(C(C)C)C(CCO)C1 (centres undefined)	4%	5%	-3%

For convenience, part of the list above:
SMILES	KAT2A inh	DT40 TDP1 no CPT	TDP1 cell CPT
COc1ccc(C2N=C(Nc3nc4ccccc4o3)NC3=C2C(=O)CC(C)(C)C3)cc1 (centres undefined)	/	6.3µM*	6.3µM*
CCCNC(=O)Nc1cc(S(=O)(=O)CC)ccc1O	0%	0%	2%
c1ccc2cc(-c3cc4ccccn4c3)ccc2c1	-5%	-9%	2%
CCOC(=O)C1CCN(Cc2cnc(Oc3ccc(OC)cc3)s2)CC1	-2%	-23%	-5%
Cc1cc(CNC(=O)CC2C(=O)NCCN2Cc2ccccc2C(F)(F)F)nn1C (centres undefined)	1%	-13%	-5%
O=C(COC(=O)c1nc(Cl)ccc1Cl)NCc1cccs1	5%	-7%	15%
CCCCSc1nc(N)nc2c1ncn2C1OC(CO)C(O)C1O (centres undefined)	/	-28%	?
CC(C)NC(=O)C1(C)CN(S(C)(=O)=O)CC(=O)N1C1CC1 (centres undefined)	/	13%	30%[activator]
COc1ccccc1-c1cc(C(F)(F)F)nc(S(C)(=O)=O)n1	-12%	5.8µM*	3.7µM*
c1ccc(C[C@H]2CNCCN2CCCCC2CCCCC2)cc1	-1%	?	?
CCOc1ccc(S(=O)(=O)NCc2ccc3c(c2)CCN3C(=O)c2ccc(C)cc2)cc1	-26%	9.2µM*	13µM*
Cc1oc(-c2cccs2)nc1CN1CCN(C(C)C)C(CCO)C1 (centres undefined)	4%	5%	-3%

More structures follow:
SMILES	KAT2A inh	DT40 TDP1 no CPT	TDP1 cell CPT
CCC(C)(C)NC(=O)CN(Cc1cccs1)C(=O)CNS(=O)(=O)c1ccc(C)cc1	-7%	-2%	13%
O=C(Cn1cccc1)N1CCc2ccccc21	-8%	-6%	-19%
CCCCC(=O)NC(=S)Nc1c(C)cc(Br)cc1C	-12%	18µM*	21µM*
CC(C)CN(CC(C)C)C(=O)COc1ccccc1C(N)=O	-9%	12µM*	?
Cc1ccc(C)c(N(C(=O)Cn2nnc3ccccc32)C(C(=O)NC(C)(C)C)c2ccsc2)c1 (centres undefined)	1%	?	23µM*
O=C(Nc1ccc(F)cc1)C(CCc1ccccc1)N1CCN(c2cccc(C(F)(F)F)n2)CC1 (centres undefined)	/	?	18µM*
COc1cccc(-c2nc(SCC(=O)NCC3CCCO3)c(-c3ccc(Cl)cc3)[nH]2)c1 (centres undefined)	-12%	?	?
COc1ccccc1OCCSc1nnc(CNC(=O)c2ccco2)n1C	-4%	5%	1%
Cc1cc(C)c(NC(=O)Cn2c(=O)c3cccn3c3ccccc32)c(C)c1	-10%&-13%	-26%&-29%	?
COc1ccc(Cl)cc1NC(=O)CCN1CCOCC1	-8%	-5%	8%
CC1(C)CC(=O)CC(=O)/C1=N\Nc1c(Cl)cc(Cl)cc1Cl	38%[activator]	18µM*	?
CCC1(C)Cc2c(sc3[nH]c(=O)[nH]c(=O)c23)CS1 (centres undefined)	-1%	-28%	-16%
COc1cc(/C=N/OCC(=O)NC2CCCCC2C)ccc1OCc1ccc(Cl)cc1 (centres undefined)	-1%	18µM*	18µM*
Cc1ccc(CN2CCc3nc(N4CCN(C)CC4)ncc3C2)s1	15%	?	?
CCOC(=O)C1CCN(c2c(N3CCCC(C(=O)OCC)C3)c(=O)c2=O)CC1 (centres undefined)	-7%	-13%	1%
Nc1c(N(CCO)C(=O)C2CCCCC2)c(=O)[nH]c(=O)n1Cc1ccccc1	-5%	-29%	?
Cc1cc(C)cc(-n2c(O)c(C=NC3CCS(=O)(=O)C3)c3ccccc3c2=O)c1 (centres undefined)	-33%	?	16µM*
CC(CCc1ccccc1)NCC#N (centres undefined)	1%	25%	-25%
Cc1cc2c(c(=O)o1)C(CC(C)C)C(C#N)=C(N)O2 (centres undefined)	-2%	0%	7%
CC[C@H](C)[C@H](NC(=O)OCc1ccccc1)C(=O)OCC(=O)N1CCN(c2ccc(OC)cc2)CC1	/	?	?
CNC(CC(C)C)C(=O)NC1C(=O)NC(CC(N)=O)C(=O)NC2C(=O)NC3C(=O)NC(C(=O)NC(C(=O)O)c4cc(O)cc(O)c4-c4cc3ccc4O)C(O)c3ccc(c(Cl)c3)Oc3cc2cc(c3OC2OC(CO)C(O)C(O)C2OC2CC(C)(N)C(O)C(C)O2)Oc2ccc(cc2Cl)C1O (centres undefined)	/	11%	4%
CS(=O)(=O)N(CC(=O)Nc1ccc2c(c1)OCCO2)Cc1ccccc1	-1%	-19%	-6%
COc1cc(Nc2ncc3c(n2)CCN(Cc2ccc(OC(C)C)c(OC)c2)C3)cc(OC)c1	-1%	13µM*	16µM*
O=C1c2ccccc2C(=O)N1Cc1nc2ccccc2c(=O)n1CCCN1CCOCC1	-6%	-5%	-9%
c1ccc(N2CCN(c3nc(-c4ccccn4)nc4ccccc34)CC2)cc1	1%	4.6µM*	4.1µM*
O=c1c2oc3ccccc3c2n(Cc2ccc(Cl)cc2)c(=O)n1Cc1ccccc1	0%	?	?
Cc1cc(C)c(S(C)(=O)=O)c(N(C)NC(=O)c2c(F)cccc2F)n1	-4%	-7%	-10%
O=C(CNC(=O)c1ccco1)Nc1ccc(Br)cc1	0%	8%	8%
O=C(COC(=O)CNC(=O)c1ccc(Cl)c([N+](=O)[O-])c1)NNC(=O)c1cccs1	-10%	-1%	19%
CCCc1nnc(NC(=O)CSc2ncn[nH]2)s1	-2%	-5%	-9%
CCN(CC(=O)Nc1ccccc1OC)C(=O)COc1ccc2ccccc2c1	-1%	?	?
Cc1ccc(S(=O)(=O)N2CCOC2CNC(=O)C(=O)NCCCc2ccccc2)cc1 (centres undefined)	-7%	18µM*	?

Assay outcomes as filed in PubChem BioAssay.
